14-3-3 Bad inh = disrupts binding of bovine 14-3-3 zeta to phospho-Bad peptide; P63103; TR-FRET 14-3-3zeta/Dy647-pBad peptide displacement, 1 h; inhibition, % at 21.7 µM; hit rate 0.71% among 220,000; AID 781;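 active = inhibition above about 70%, limit read from the data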;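 also: 0% = full 14-3-3 plus peptide FRET controls and 100% = background without 14-3-3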
Target sequence (P63103 whole entry, looked up): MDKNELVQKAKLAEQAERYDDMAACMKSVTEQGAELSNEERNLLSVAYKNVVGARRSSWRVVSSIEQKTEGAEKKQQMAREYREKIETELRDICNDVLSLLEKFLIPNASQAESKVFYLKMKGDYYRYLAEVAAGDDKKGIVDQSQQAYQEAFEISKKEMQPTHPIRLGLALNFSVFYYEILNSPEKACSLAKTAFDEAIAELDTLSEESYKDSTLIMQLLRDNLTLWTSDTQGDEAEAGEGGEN
hK5 inh = inhibitors of human kallikrein 5; AID 873; recombinant hK5, fluorogenic AMC substrate cleavage; hit rate 0.59% among 210,000; inhibition, % at 5 µM;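 active = inhibition of 40% or more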;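 also: 0% = enzyme controls without compound and 100% = no-enzyme blanks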
Target sequence (Q9Y337 67-293 limits assumed): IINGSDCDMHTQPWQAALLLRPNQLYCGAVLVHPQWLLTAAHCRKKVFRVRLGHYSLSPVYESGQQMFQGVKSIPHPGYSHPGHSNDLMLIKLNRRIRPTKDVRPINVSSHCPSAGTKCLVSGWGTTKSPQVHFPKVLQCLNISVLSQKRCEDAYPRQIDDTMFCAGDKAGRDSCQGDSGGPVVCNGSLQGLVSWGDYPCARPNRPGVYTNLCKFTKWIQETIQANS
NCF1 inh = blocks human p47phox regulatory protein of NADPH oxidases. P14598. p47phox/p22phox peptide binding, fluorescence polarization, 2 h. inhibition, % at 24.7 µM. hit rate 0.53% among 220,000. AID 1274;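 also: 0% = p47phox with labelled peptide and 100% = labelled peptide alone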
KCC2 mod = modulators of human KCC2 chloride dependent transport; Q9H2X9; KCC2 cells, thallium flux FluoZin-2 fluorescence; B-score of Tl+ flux slope (higher = more flux/activation; lower = inhibition) at 10 µM; hit rate 2.2% among 190,000; AID 1456;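 active = thallium flux slope and its plate-corrected score both differing from the plate sample mean at a set confidence after two filtering rounds, in either direction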;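 also: slope of fluorescence scaled to starting intensity during 10 to 20 s after thallium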
eIF4E-4G inh = eIF4E/eIF4G interaction inhibition in translation initiation; TR-FRET eIF4E-eIF4GI(517-606) binding, 2 h; inhibition, % at 21.7 µM; hit rate 0.37% among 220,000; AID 782;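 also: 0% = full FRET control wells and 100% = background wells lacking eIF4GI fragment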
EBV gp42 inh = EBV gp42 inhibition | Q1HVG2 | Fluorescence polarization binding assay, mP read-out | inhibition, % (tested at 21.74 µM) | hit rate 0.42% among 220,000 | AID 1085; in the data active = inhibition above about 50%
Thrombin inh = inhibitors of human thrombin. inhibition, % at 5 µM. alpha-thrombin, Boc-VPR-AMC fluorogenic substrate cleavage. hit rate 0.26% among 220,000;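 active = inhibition at or above 40%; inactive = inhibition below 40%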;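 also: 0% = enzyme with no compound and 100% = wells without enzyme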
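System: human alpha-thrombin protein; Compound dosing: one concentration per compound, 5 µM, with 0.2% DMSO; Timing: reaction at room temperature; Technique: AMC fluorescence, 355/460 nm; Controls: enzyme without compound as high, wells lacking enzyme as low.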
Rad51 HR inh = blocks human Rad51 in homologous recombination | Q06609 | hRad51 DNA strand exchange, fluorescence dequenching | inhibition, % at 10 µM | hit rate 0.085% among 200,000 | AID 1385;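 active = inhibition above 40% at the single screening dose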;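 also: 0% = DMSO control wells and 100% = blanks with heterologous ssDNA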
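Material: human Rad51–ssDNA filaments; Probe or stimulus: labelled 47-mer dsDNA for strand exchange; Doses: single 10 µM dose; Incubation: 37 °C 15-min filament assembly, 30-min compound preincubation, 15-min exchange; Technique: FRET fluorescence dequenching, excitation 485 nm, emission 520 nm; Measure: Fluorescence-based percent inhibition, control- and blank-normalised; Benchmarks: plate control and blank wells.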
Furin inhibitor = human furin inhibition; P09958; purified furin, fluorogenic substrate cleavage; inhibition, % at 30 µM; hit rate 0.061% among 220,000; AID 463115; in the data active = inhibition above about 25%; also: inactives centre near -15
Target sequence (P09958 108-714 limits assumed): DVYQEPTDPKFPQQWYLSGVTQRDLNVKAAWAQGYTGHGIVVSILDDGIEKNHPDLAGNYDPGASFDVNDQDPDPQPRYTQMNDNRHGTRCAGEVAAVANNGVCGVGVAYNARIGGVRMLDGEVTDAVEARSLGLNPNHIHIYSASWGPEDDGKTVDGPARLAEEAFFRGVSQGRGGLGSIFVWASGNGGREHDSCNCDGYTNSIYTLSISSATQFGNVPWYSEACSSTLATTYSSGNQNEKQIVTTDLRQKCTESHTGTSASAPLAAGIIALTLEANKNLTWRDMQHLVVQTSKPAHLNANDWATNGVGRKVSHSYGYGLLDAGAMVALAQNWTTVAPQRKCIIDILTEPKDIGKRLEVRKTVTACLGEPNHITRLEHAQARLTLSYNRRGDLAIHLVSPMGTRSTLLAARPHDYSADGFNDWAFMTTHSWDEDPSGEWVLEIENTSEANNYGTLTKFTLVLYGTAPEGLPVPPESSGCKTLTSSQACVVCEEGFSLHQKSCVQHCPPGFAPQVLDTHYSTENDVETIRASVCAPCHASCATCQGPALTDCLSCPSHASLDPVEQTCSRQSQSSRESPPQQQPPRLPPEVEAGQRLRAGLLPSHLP
Numbers without * were called inactive; · = not tested or not shown; [ ] = another dose, or the depositor's remark.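 The calls were made as follows, unless noted: active = inhibition above about 30% (limit read from the data); inactive = the rest.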

1) CC(C)N=C1SCC(C)(/C=N/O)S1 (stereo not drawn)
2) Cn1c(Cc2ccccc2)nnc1SCc1cc(=O)n2ccsc2n1
3) CC(C)(CO)CNC(=O)CCc1nnc(C2(c3ccc(Cl)cc3)CCC2)o1
4) COc1cc2c(cc1NC(=O)C(C)NCc1ccccc1)oc1ccccc12 (stereo not drawn)
5) Cc1nc2cc(NC(=O)N3c4ccccc4CC3C)ccc2o1 (stereo not drawn)
6) Cc1cc(=O)[nH]c(SCC(=O)NCC2CCCCC2)c1C#N
7) Cc1ccc(S(=O)(=O)N2CCN(C(=O)C3=COCCO3)CC2)cc1C
8) COC(=O)N[C@H](CC(C)=O)c1ccccc1
Assay by compound	1	2	3	4	5	6	7	8
14-3-3 Bad inh	-4[fluorescence artefact?]	15	-1	6	-7	-2	-6[fluorescence artefact?]	-8
hK5 inh	-14	-5	1	-5	-5	-24	13	-2
NCF1 inh	-4	5	-6	-17	-13	12	-7	-1
KCC2 mod	·	-0.0038	-0.41	0.4	-2.2	0.15	0.0044	0.18
eIF4E-4G inh	2[fluorescence artefact?]	2	2	-4	1	-5	3	13
EBV gp42 inh	-16	2	-13	2	-8	-1	-7	-16
Thrombin inh	3	0	-10	-1	-2	-5	7	0
Rad51 HR inh	4	2	7	23	7	7	-3	-4
Furin inhibitor	-21	-8	-9	2	-18[20 µM]	-19	-15[20 µM]	-13

A draw from above in order of SMILES length, lowest first.
8) COC(=O)N[C@H](CC(C)=O)c1ccccc1
5) Cc1nc2cc(NC(=O)N3c4ccccc4CC3C)ccc2o1 (stereo not drawn)
2) Cn1c(Cc2ccccc2)nnc1SCc1cc(=O)n2ccsc2n1
Assay by compound	8	5	2
14-3-3 Bad inh	-8	-7	15
hK5 inh	-2	-5	-5
NCF1 inh	-1	-13	5
KCC2 mod	0.18	-2.2	-0.0038
eIF4E-4G inh	13	1	2
EBV gp42 inh	-16	-8	2
Thrombin inh	0	-2	0
Rad51 HR inh	-4	7	2
Furin inhibitor	-13	-18[20 µM]	-8

Four of the compounds above, as tab-separated lines:
#	SMILES	14-3-3 Bad inh	hK5 inh	NCF1 inh	KCC2 mod	eIF4E-4G inh	EBV gp42 inh	Thrombin inh	Rad51 HR inh	Furin inhibitor
2	Cn1c(Cc2ccccc2)nnc1SCc1cc(=O)n2ccsc2n1	15	-5	5	-0.0038	2	2	0	2	-8
3	CC(C)(CO)CNC(=O)CCc1nnc(C2(c3ccc(Cl)cc3)CCC2)o1	-1	1	-6	-0.41	2	-13	-10	7	-9
4	COc1cc2c(cc1NC(=O)C(C)NCc1ccccc1)oc1ccccc12 (stereo not drawn)	6	-5	-17	0.4	-4	2	-1	23	2
5	Cc1nc2cc(NC(=O)N3c4ccccc4CC3C)ccc2o1 (stereo not drawn)	-7	-5	-13	-2.2	1	-8	-2	7	-18[20 µM]

Carrying on.
9) COc1cccc(NC(=O)COC(=O)c2cccnc2)c1
10) O=C(C1=C(O)C(=O)N(c2ccccc2)C1c1ccc([N+](=O)[O-])cc1)c1cccs1 (stereo not drawn)
11) COn1c(SC2CCCCC2)nc2ccccc2c1=O
12) CC1=NOC(=O)/C1=C\c1ccc(-c2ccc(Cl)c(C(=O)O)c2)o1
13) O=C(O)c1ccc2c(c1)C(=O)N(Cc1ccccc1)C2=O
14) Cc1[nH]nc2c1C1(CCC(c3ccccc3)CC1)C(C#N)=C(N)O2 (stereo not drawn)
15) Cc1ccc(S(=O)(=O)c2n[nH]n3c2nc(=O)c2ccccc23)cc1
16) O=[N+]([O-])c1cc(S(=O)(=O)NCCN2CCOCC2)ccc1Sc1nnnn1-c1ccccc1
Assay by compound	9	10	11	12	13	14	15	16
14-3-3 Bad inh	16	-5	4	17	-12	8	18	-2[fluorescence artefact?]
hK5 inh	-19	·	6	3	-11	-2	7	-10
NCF1 inh	-9	-3	-7	-19	0	3	-17	-1
KCC2 mod	0.29	-0.77	2.6*	0.78	0.02	·	·	-0.55
eIF4E-4G inh	6	1	0	-1	-3	5[fluorescence artefact?]	8	1
EBV gp42 inh	-18	3	2	-82	-13	-7	5	-3
Thrombin inh	3	3	2	-2	12	4	12	-1
Rad51 HR inh	-5	·	6	-3	-6	-11	-8	·
Furin inhibitor	-24[20 µM]	-21	-17	10	-17[20 µM]	-11[20 µM]	-8	-17

17) C=CCNC(=O)c1ccccc1NC(=O)c1ccccc1
18) CCCN1CCN(C(=O)Nc2ccc(C(=O)OCC)cc2)CC1
19) Cc1nnc(NC(=O)CSc2ccc3nnc(-c4cccnc4)n3n2)s1
20) CS(=O)(=O)Cc1cc(Sc2ccccc2)nc(-c2ccncc2)n1
21) Cc1ccc2nc3sc(-c4nnc(-c5ccccc5[N+](=O)[O-])o4)c(N)c3cc2c1
22) Cc1ccc(S(=O)(=O)N(C)c2cc(S(N)(=O)=O)c(C)cc2C)cc1
23) C(=N\N(c1ccccc1)c1ccccc1)/c1ccc(N2CCOCC2)s1
24) CSc1n[nH]c(NC(C)=O)n1
Assay by compound	17	18	19	20	21	22	23	24
14-3-3 Bad inh	-4	-3	-5	9	88*[fluorescence artefact?]	-6	-9[fluorescence artefact?]	-7[fluorescence artefact?]
hK5 inh	1	-5	-20	-3	-8	0	-16	-3
NCF1 inh	-1	17	2	-16	44*	-5	-26	5
KCC2 mod	1.9	0.88	1.3	-0.00028	·	1	0.71	·
eIF4E-4G inh	-13	1	-1	-2	3[fluorescence artefact?]	3	10	-4
EBV gp42 inh	-8	-12	-9	-7	30	-4	-10	-14
Thrombin inh	-3	-1	-2	-5	-3	-6	-3	-3
Rad51 HR inh	10	-7	16	0	·	3	-41	8
Furin inhibitor	-23[20 µM]	-15[20 µM]	-16	-13	-2[20 µM]	-33	-11	-9[20 µM]

25) CC1(C)C(=O)Nc2ccccc2N1C(=O)Cn1ncc(Cl)c(Cl)c1=O
26) CC(C)CNc1oc(-c2ccccc2Cl)nc1C#N
27) COc1cccc(/C=C/c2ccncc2)c1OC
28) COc1cccc(N2CC(C(=O)OC(C)C(=O)c3ccccc3)CC2=O)c1 (stereo not drawn)
29) CC(C)NC(=O)CN1C(=O)c2ccccc2S1(=O)=O
30) C/C(=N\NC(=O)COc1ccccc1)c1ccc(O)cc1
31) CCC(=O)N/N=C(\C)CC(=O)Nc1cccc([N+](=O)[O-])c1
32) COc1ccc(OC)c(S(=O)(=O)N2CCCCC2C(=O)N2CCN(c3ccccn3)CC2)c1 (stereo not drawn)
Assay by compound	25	26	27	28	29	30	31	32
14-3-3 Bad inh	-2	-3	31[fluorescence artefact?]	6	-5	-15	-12	5
hK5 inh	8	·	0	3	1	2	-12	-6
NCF1 inh	-12	-2	-1	-13	-6	3	-8	-8
KCC2 mod	-1.3	-0.33	-0.34	·	0.53	0.14	0.033	-0.11
eIF4E-4G inh	18	3	6[fluorescence artefact?]	3	1	-3	12[fluorescence artefact?]	-1[fluorescence artefact?]
EBV gp42 inh	-8	11	-10	-8	3	-2	-7	4
Thrombin inh	2	-6	-2	2	-8	0	-5	3
Rad51 HR inh	-7	·	·	-2	-3	9	4	·
Furin inhibitor	2	-19	10	-20	-12	-18	-16	-5

33) C1CCc2nnc(C3CC3)n2CC1
34) CCOC(=O)C(=O)c1c(-c2ccccc2)nc2ccccn12
35) CC1(C)Cc2c(ccc3ccccc23)C2=C(C(=O)N3CCCC3)C(=O)C(=O)N21
36) CCCCCSc1nc2c(c(=O)[nH]c(=O)n2C)n1C(C)C
37) O=[N+]([O-])c1ccc2[nH]ncc2c1
38) C/C(N)=C(/C#N)C(=O)CSc1nc(C2CCCCC2)n(-c2ccccc2)n1
39) O=C(c1ccccc1)c1cccn1CC(=O)N1CCN(c2ccccc2)CC1
40) CCOC(=O)/C(=N\Nc1ccccc1Cl)N(C)C1CCCCC1
Assay by compound	33	34	35	36	37	38	39	40
14-3-3 Bad inh	1	-7	-3	11	-6	-2	-14	-11
hK5 inh	2	-3	1	1	-3	-10	-21	3
NCF1 inh	-9	-3	-1	-9	3	-1	-12	-3
KCC2 mod	-0.017	-1.1	-1.9	-0.12	0.028	0.31	-2	-0.93
eIF4E-4G inh	3	1	-1	-2	1	8	3	-2
EBV gp42 inh	-7	-22	3	-9	-17	-4	-20	0
Thrombin inh	3	-1	·	4	-14	0	2	-2
Rad51 HR inh	-42	30	4	3	15	-2	4	3
Furin inhibitor	-21	-16	-14	-22	-29	-10	-2	-25

41) CCOC(=O)Cn1nc(C)c(NC(=O)COc2ccccc2)c1C
42) Cn1c(COc2nnc(-c3ccc(Cl)cc3)c3ccccc23)nc2ccccc21
43) CCC(C)(C)n1nnnc1C(c1ccc(C)cc1)N1CCSCC1 (stereo not drawn)
44) Cc1ccc(CNC(=O)C2CC(=O)OC23CCCC3)c(C)c1 (stereo not drawn)
45) CCOC(=O)N1CCC2(CC1)C(C#N)=C(N)OC1=C2C(=O)CC(C)(C)C1
46) Nc1c(C(=O)NCc2ccco2)nnn1Cc1ccccc1
47) CCOC(=O)C1=C(CS(=O)(=O)c2ccccc2)NC(=O)NC1c1ccccc1OCC (stereo not drawn)
48) O=C(Nc1nc2ccccc2c2nc3ccccc3n12)c1ccc(F)cc1
Assay by compound	41	42	43	44	45	46	47	48
14-3-3 Bad inh	2	11	9	9	-10	-15	2	30[fluorescence artefact?]
hK5 inh	-6	-13	1	-32	-3	-10	-9	2
NCF1 inh	-9	-5	-3	-10	-3	-17	-15	11
KCC2 mod	0.4	·	-0.55	-0.3	0.7	·	-0.17	3.5
eIF4E-4G inh	0	9	4	2	5	8	-1	0[fluorescence artefact?]
EBV gp42 inh	-2	-21	-17	-8	-6	-9	1	-11
Thrombin inh	-6	5	3	2	-7	2	-7	33
Rad51 HR inh	0	·	2	-1	5	4	4	18
Furin inhibitor	-9	-21[20 µM]	-19[20 µM]	-15[20 µM]	-3[20 µM]	-9[20 µM]	-11	-6

49) CCC(C)(C(=O)NC1CCCC1)N(C(C)=O)c1ccc(C)cc1 (stereo not drawn)
50) Cc1ccnc(NC(=O)Nc2cccc(F)c2)c1
51) O=C(O)C1(c2ccccc2)CCN(S(=O)(=O)c2ccc(Cl)s2)CC1
52) O=C(CN1CCCC(O)C1)N1c2ccccc2Sc2ccc(C(F)(F)F)cc21 (stereo not drawn)
53) CCOC(=O)C1=C(c2ccccc2)N=c2s/c(=C\c3ccc(O)cc3)c(=O)n2C1c1cccs1 (stereo not drawn)
54) CCc1ccc(NC(=O)N(CCOC)C2CCN(C(C)=O)CC2)cc1
55) Brc1ccc(CSc2nccn2-c2ccccc2)cc1
56) COc1ccc(NC(=O)CSc2nnc(CNC(=O)c3ccco3)n2-c2ccccc2OC)cc1
57) CN1CCN(c2ccc(NC(=O)c3ccc(C(F)(F)F)cc3)cn2)CC1
58) Cc1ccccc1N1CCN(Cc2c[nH]c3ccccc23)CC1
Assay by compound	49	50	51	52	53	54	55	56	57	58
14-3-3 Bad inh	-2[fluorescence artefact?]	0	2	5	7	-12	-5	6	-7	71*
hK5 inh	-20	-5	-3	-14	2	-8	-17	-4	1	4
NCF1 inh	-5	-5	1	0	-148	2	-4	6	0	-6
KCC2 mod	·	0.98	0.83	·	·	0.56	·	0.99	0.94	-0.082
eIF4E-4G inh	1	1	10	8	0	0	-5	4	0	-6
EBV gp42 inh	11	-11	0	-15	2	-2	-10	-1	2	-8
Thrombin inh	2	-7	-3	-2	6	3	1	2	-2	1
Rad51 HR inh	-14	-7	13	3	0	3	0	·	1	5
Furin inhibitor	-22[20 µM]	-15	-7	0	-13[20 µM]	-22[20 µM]	-7[20 µM]	4	-20	-17[20 µM]

Screens deposited in PubChem BioAssay by several laboratories.
